TTR transcr act: activators of transthyretin transcription. SH-SY5Y TTR promoter Gaussia luciferase, luminescence; 100% = recombinant luciferase protein wells. activation, % at 16.7 µM. 92,000 tested, 1.3% active. AID 1117267;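 active = activation above the mean of all tested compounds plus 3 SD, cut at about 9.5% in these data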;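 also: cells exposed to compounds for one day before reading; 0% = median of all test compound wells on the plate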
Numbers without * were called inactive.

SMILES | TTR transcr act
CCOc1ccc(NC(=O)c2ccc(CC)s2)c([N+](=O)[O-])c1 | 5.6
Cc1ccc(NC(=S)N2CCN(c3ncccn3)CC2)cc1C | 1.2
O=C(CN1C(=O)NC2(CCCC2)C1=O)Nc1ccccc1C(F)(F)F | -1.5
Cc1cccc(NC(=O)Nc2ccc(S(N)(=O)=O)cc2)c1 | -4.1
COc1ccc(NC(=O)c2ccc(NC(=O)c3nc4nc(C)cc(C)n4n3)cc2)cc1 | 3.9
COc1ccc(-c2c(C(C)=O)c(C)nc3sc4c(c23)NC(c2ccccc2)NC4=O)cc1 (configuration not stated) | 3.2
O=C(NC1CCSc2ccccc21)c1ccc([N+](=O)[O-])cc1 (configuration not stated) | -1.6
Fc1cccc(CCN2CCNC[C@@H]2c2ccccc2)c1 | -2.4
COc1ccc(C(=O)NCC[N+](C)(C)C)cc1 | 0.3
N#Cc1ccccc1NC(=O)COc1c(Br)cc(Br)c2cccnc12 | -1.8
Cc1ccc(C(=O)CN2C(=O)c3ccccc3S2(=O)=O)cc1 | 0.2
N#Cc1cccc(NC(=O)OC2CC3CC2[C@H]2CCCCN2C3)c1 (some centres not stated) | -0.8

Next part; it opens with the 2 that closed the last part.
SMILES | TTR transcr act
Cc1ccc(C(=O)CN2C(=O)c3ccccc3S2(=O)=O)cc1 | 0.2
N#Cc1cccc(NC(=O)OC2CC3CC2[C@H]2CCCCN2C3)c1 (some centres not stated) | -0.8
O=C(NN=Cc1cc(Cl)ccc1[N+](=O)[O-])c1cccc2ccccc12 | 0.4
CCN(CC)Cc1c(CC(C)C)oc(C)c1C(=O)O | -1.4
Cc1nc2ccccc2nc1SCC(=O)N1CCC(C)CC1 | -1.9
Fc1ccc(-c2cc(-c3ccccc3)nc(-n3cccn3)n2)cc1 | -2.1
CC(C)C[C@H](NC1(C(=O)NC2CCCCC2)CCC1)C(=O)NCC(c1ccccc1)c1ccccc1 | -1.7
Cc1ccccc1NC(=O)NC1CCCCCCC1 | 1.6
Cc1cc(N/N=C/c2ccccc2F)nc(NCc2ccccc2)n1 | 0.4
Cc1nc(-c2ccc(S(=O)(=O)Oc3ccccc3Cl)s2)cs1 | 1.6
CCN(CC(=O)NCc1ccccn1)S(=O)(=O)c1ccc(Cl)cc1 | 0.2
CCCCNC(=S)N(C)/N=C/c1ccccc1C(=O)O | -0.7
Cc1cnc(NC(=O)CSc2c(Cl)cccc2Cl)s1 | -2.3
O=C(CSc1ccc2nnc(-c3cccnc3)n2n1)NCC1CCCO1 (configuration not stated) | 0.1

Quoted at random: seven records from the list, in no set order.
SMILES | TTR transcr act
Cc1nc2ccccc2nc1SCC(=O)N1CCC(C)CC1 | -1.9
CCN(CC(=O)NCc1ccccn1)S(=O)(=O)c1ccc(Cl)cc1 | 0.2
Cc1cnc(NC(=O)CSc2c(Cl)cccc2Cl)s1 | -2.3
O=C(CSc1ccc2nnc(-c3cccnc3)n2n1)NCC1CCCO1 (configuration not stated) | 0.1
Cc1ccccc1NC(=O)NC1CCCCCCC1 | 1.6
CCCCNC(=S)N(C)/N=C/c1ccccc1C(=O)O | -0.7
Cc1nc(-c2ccc(S(=O)(=O)Oc3ccccc3Cl)s2)cs1 | 1.6

(cont.)
SMILES | TTR transcr act
CC(C)C[C@H]1CNC(=S)N1CC1CCN(CC2CCCC2)CC1 | 4.9
O=C(Nc1ccc(O)c2c(=O)cc(-c3ccccc3Cl)oc12)c1cccs1 | 3.5
Cn1c(CC(=O)Nc2ccccc2F)nnc1SCC(=O)NC1=NCCS1 | -1.0
CN(Cc1ccccc1)c1ncnc(N)c1[N+](=O)[O-] | 1.7
O=C1CC(O)(c2ccccc2)C(c2ccccc2)=C1c1ccccc1 (configuration not stated) | 2.2
COc1ccc(NS(=O)(=O)CC23CCC(CC2=O)C3(C)C)cc1 (configuration not stated) | -1.8
Cc1cc(C)c(NC(=O)CCCN2CCOCC2)c(C)c1 | -2.6
COc1ccc(CCC2(C)OCC(CCCCO)O2)cc1 (configuration not stated) | -0.3
CC1(c2nnc(-c3cccc(Cl)c3)o2)CC(c2cccc(Cl)c2)=NO1 (configuration not stated) | 1.5
CC(C)(C)C(=O)Nc1ccc(C(=O)NNC(=O)Cc2ccccc2)cc1 | 0.1
CC(C)C(=O)N(c1ccc(F)cc1)C1C=CS(=O)(=O)C1 (configuration not stated) | 3.4
COc1ccc(NC(=O)Cn2c(=O)n(CC3CCCO3)c(=O)c3cc(OC)c(OC)cc32)c(OC)c1 (configuration not stated) | -0.4
CCC(=O)N1CCCc2ccccc21 | 1.9
CSc1ccc(S(=O)(=O)Nc2ccc(N3CCOCC3)c(Cl)c2)cc1 | -1.8
c1ccc(-c2nnc(CSc3nnc(-c4cccs4)o3)o2)cc1 | 1.1
COc1cc(C(=O)Nc2cccc(S(=O)(=O)NCc3ccco3)c2)cc(OC)c1OC | 0.2
Cc1ccc(/C=N/NC(=O)CN2C(=O)CSc3ccccc32)o1 | 0.1
Cc1cc(C(=O)COC(=O)c2ccc(O)cc2)c(C)n1CC1CCCO1 (configuration not stated) | 3.5
O=C(O)COCC(=O)NCc1csc2ccc(Cl)cc12 | 1.7
CCC(C(=O)OCC(=O)N1C(C)CCCC1C)c1ccccc1 (configuration not stated) | 0.0
COc1ccc(OC)c(/C=C/C(=O)OCC(=O)N2C(C)CCCC2C)c1 (configuration not stated) | -3.2
Cc1cc(C)c(C2C(C#N)=C(N)Oc3n[nH]c(C)c32)cc1CN1CCCC1 (configuration not stated) | 1.0
CCOC(=O)CSc1nnc(CNc2cccc(Cl)c2)n1C | 2.2
Cc1ccsc1CNC12CC3CC(CC(C3)C1)C2 | 9.7*
COC(=O)Cc1csc(Nc2ccc(F)c(Cl)c2)n1 | 1.9
O=C(c1cccc(S(=O)(=O)Nc2cccc(C(F)(F)F)c2)c1)N1CCCCC1 | 1.2
O=C(COC(=O)c1ccc(OC(F)F)cc1)NCC1CCCO1 (configuration not stated) | -0.3
Cc1cnc(-c2nc3ccccc3n2C(C)C(=O)Nc2c(C)cccc2C)cn1 (configuration not stated) | 3.7
O=C1/C(=C/c2cccc(F)c2)CSc2sccc21 | -1.4
CC(=O)c1c(C)[nH]c(-c2ccccc2)nc1=S | -0.7
COC(=O)c1c(C)[nH]c(C(=O)/C=C/c2ccc(C)cc2)c1C | -0.8
O=C(Nc1ccccc1)c1ccc(-n2cnnn2)cc1 | -0.3
Cc1cc2nc(-c3ccc(Cl)cc3)c(CC(C)(C)C)n2c(C)c1Br | -0.6
COc1ccc(OC)c(NC(=O)C2C3CCC(C3=C(C)C)C2C(=O)O)c1 (configuration not stated) | 0.1
CC(=O)/C(=C\Nc1ccc(OCc2ccccc2)cc1)c1ccccc1 | 3.7
CCCCCCc1ccc(NC(=O)[C@@H]2CC=C[C@@H]3CCN(Cc4ccccc4)C(=O)[C@@H]32)cc1 | -1.3
CC(C)Oc1ccc2c3c(c(=O)oc2c1)CCC3 | -0.9
CCC(=O)OCCCCCCOc1ccc(C(=O)O)cc1 | 1.0
Fc1ccc(CNC(=S)Nc2ccc(OC(F)F)cc2)cc1 | 1.1
CCCC(=O)Nc1sc2c(c1C#N)CCCCC2 | 2.2
CCOC(=O)c1c(C)n(C)c2ccc(OC(=O)c3ccco3)cc12 | 3.5
CC1CN(S(=O)(=O)c2ccc(C(=O)Nc3nc(-c4cc5ccccc5o4)cs3)cc2)CC(C)O1 (configuration not stated) | -2.8
CCOc1ccccc1N1CCN(C(=O)NCc2ccc(F)cc2)CC1 | 4.6
CC(C)N1CC(C(=O)Nc2ccc(F)c(Cl)c2)CC1=O (configuration not stated) | -0.2
Brc1ccc(-c2csc(N3CCC(c4nn[nH]n4)CC3)n2)cc1 | 2.0
C/C(=C\CNc1ncnc2nc[nH]c12)CO | -0.1
OCCNc1nc(Nc2ccc(O)cc2)nc2ccccc12 | -1.8
Cc1c2cnn(CC(=O)NC3CCCC3)c(=O)c2c(C)n1Cc1ccccc1 | -1.9
COc1cc(-c2cc(OC)c3c(C)oc(C)c3c(=O)c2)ccc1O | -1.1
CSc1nc(-c2ccc(Cl)cc2)nn1S(=O)(=O)c1ccccc1 | -1.9
CCn1c(=S)[nH]c2ccccc21 | 3.2
CCc1c(C)sc(NC(=S)Nc2nc(C)cc(C)n2)c1C(=O)OC | 0.2
CSCC[C@H](NC(=O)C1CCN(S(=O)(=O)c2ccccc2)CC1)C(=O)NC1CC1 | 0.1
COC(=O)c1nn(-c2ccc(Oc3ccccc3)cc2)c(=O)cc1O | 1.6
Cc1cccc(C=CC(=O)c2ccccc2)c1 | -0.6
COc1ccccc1OCc1nn[nH]n1 | 0.1
COc1cccc(C(=O)C(=O)c2cccc(OC)c2OC)c1OC | 0.8
Cc1cc2nc(-c3cccc(Cl)c3)c(Cc3ccsc3)n2c(C)c1Br | -0.7
O=C(O)C(=Cc1ccc([N+](=O)[O-])cc1)CCc1ccccc1 | -1.3
O=C(C1=C[C@H](C2CC2)C[C@H](OCc2ccc(CO)cc2)O1)N1CCN(Cc2ccc3c(c2)OCO3)CC1 | -2.0

More structures follow.
SMILES | TTR transcr act
Cc1nn(-c2ccccc2)c2c1C(c1ccc([N+](=O)[O-])cc1)C(C#N)=C(N)O2 (configuration not stated) | 3.5
O=C(NN=C1CCCC1)c1cc(Br)ccc1O | -3.8
CSc1nsc(SCC(=O)Nc2ccc(NC(C)=O)cc2)n1 | -1.4
CS(=O)(=O)N(CC(=O)NCc1ccc(Cl)cc1)C1CCCCC1 | -0.1
COCCNC(=O)C1(C)CCCN(Cc2cccc(F)c2)C1 (configuration not stated) | -0.9
O=C1CCCN1CC(O)CS(=O)(=O)Cc1ccc(Cl)cc1 (configuration not stated) | 4.5
Cc1ccc(CNC(=O)C(C)OC(=O)c2cccs2)cc1 (configuration not stated) | 7.7
O=C1CN(C(=O)CN2CCOCC2)C(c2ccccc2)c2cc(Br)ccc2N1 (configuration not stated) | -0.6
N#Cc1ccc(-c2ccc(OCC(O)CN3CCOCC3)cc2)cc1 (configuration not stated) | 0.1
COC(=O)[C@H](Cc1ccccc1)NC(=O)N1CCN(c2ccccc2)CC1 | 4.6
Fc1cccc(CNC2CCC23CCC(c2ccccc2)CC3)c1 (configuration not stated) | -0.3
CCOC(=O)C1=C(C)NC(=S)NC1c1ccc(OCC(=O)N2CCCCCC2)c(OC)c1 (configuration not stated) | 3.9
COCn1cnc(-c2ccccc2)c1-c1ccccc1 | -2.0
CN(Cc1ccccc1)C(=O)c1[nH]cnc1C(=O)NCC(=O)OCc1ccccc1 | 0.2
O=C(NCc1ccco1)c1nc2c(nnn2Cc2ccccc2Cl)c(=O)[nH]1 | -5.0
COc1ccc(S(=O)(=O)Nc2ccc(NC(C)=O)cc2)cc1 | 2.5
CCOc1ccccc1OCC(=O)Nc1cccc(S(=O)(=O)N2CCCCCC2)c1 | -1.8
O=C(Cc1ccc(Cl)cc1Cl)OCC(=O)N1CCN(C(=O)c2ccco2)CC1 | 1.5
COc1ccc(C(=O)c2no[n+]([O-])c2C(=O)c2ccc(OC)cc2)cc1 | -6.2
Cc1ccc(OCCn2ccnc2)c([N+](=O)[O-])c1 | -0.1
CCn1cc(Br)c(C(=O)NN)n1 | 16*
CCCNC(=O)C1(C)CCN(Cc2ccc(OCc3ccccc3)cc2)C1 (configuration not stated) | -2.8
CCN(CC(=O)NC(C)C)C(=O)Cc1ccc(C)c(C)c1 | 0.9
COCCN=c1scc(-c2cccs2)n1/N=C/c1ccc(O)c(O)c1O | -3.3
O=C1c2ccccc2NC2(CCCC2)N1N=C1CCCC1 | -2.4
Cn1c(COc2ccc(Cl)cc2)nnc1SCC(=O)NC1CCCCC1 | 1.7
N#CC1(Nc2ccc(Br)cc2)CCCC1 | 0.2
COC(=O)c1ccc(CC2(C)C(=O)Nc3ccc(OC(F)(F)F)cc32)o1 (configuration not stated) | -0.4
COc1ccc(NC(=O)C(NS(=O)(=O)c2ccc3c(c2)CCCN3C(C)=O)C(C)C)c(OC)c1 (configuration not stated) | 0.3
CC(/C=C/C(=O)c1ccc(C)cc1)=C\c1ccccc1 | -2.6
COc1ccc(C(=O)Nc2ccccc2)cc1S(=O)(=O)Nc1cc(C)on1 | 0.2
CCOc1cc(/C=N/n2cnnc2)ccc1OS(=O)(=O)c1ccccc1 | -0.9
CCn1c(=O)c(C(=O)NNS(=O)(=O)c2ccc(NC(=O)OC)cc2)c(O)c2ccccc21 | 0.2
Cc1occc1-c1nnc(SCC(=O)N(C)C)o1 | 2.4
N#Cc1nc(-c2cccs2)oc1NCc1ccc2c(c1)OCO2 | -1.9
COc1ccc(C[C@H]2CN3C(=NC[C@@H]3Cc3ccccc3)N2CCNC(=O)CCC2CCCCC2)cc1 | 1.5
CCOC(=O)CNS(=O)(=O)Cc1ccccc1 | 0.9
O=c1[nH]c2cc3c(cc2cc1CN(Cc1nnnn1C1CCCC1)C1CCCC1)OCCO3 | 4.2
O=[N+]([O-])c1ccc(O)c(C(C#Cc2ccccc2)N2CCOCC2)c1 (configuration not stated) | 2.1
COc1ccc(-c2sc3ccc(-c4ccc5c(c4)OCO5)cc3c2-c2ccc(OC)nc2)cc1 | -1.6
CN(C)CCOC1c2ccccc2CSc2ccccc21 (configuration not stated) | 1.7
Cc1csc(NC(=O)CN2C(=O)C3CC=CCC3C2=O)n1 (configuration not stated) | 1.9
O=C(Nc1cccnc1)c1cc([N+](=O)[O-])ccc1Cl | 1.9
CCOC(=O)C1=C(CSc2nccn2C)NC(=O)NC1c1ccc(OC)cc1 (configuration not stated) | 0.1
COc1cccc(OC)c1C1=NC(C)(C)CO1 | -0.4
Cc1csc2ncnc(NC3CCN(Cc4ccccc4)CC3)c12 | -3.3
O=C(CN1CCN(C(c2ccccc2)c2ccccc2)CC1)Nc1ccc(N2CCOCC2)cc1 | -0.2

Seven structures from above, sorted by formula weight, ascending.
SMILES | TTR transcr act
COc1cccc(OC)c1C1=NC(C)(C)CO1 | -0.4
CN(C)CCOC1c2ccccc2CSc2ccccc21 (configuration not stated) | 1.7
Cc1csc(NC(=O)CN2C(=O)C3CC=CCC3C2=O)n1 (configuration not stated) | 1.9
Cc1csc2ncnc(NC3CCN(Cc4ccccc4)CC3)c12 | -3.3
CCOC(=O)C1=C(CSc2nccn2C)NC(=O)NC1c1ccc(OC)cc1 (configuration not stated) | 0.1
COc1ccc(-c2sc3ccc(-c4ccc5c(c4)OCO5)cc3c2-c2ccc(OC)nc2)cc1 | -1.6
O=C(CN1CCN(C(c2ccccc2)c2ccccc2)CC1)Nc1ccc(N2CCOCC2)cc1 | -0.2

Assay outcomes from PubChem.

This is a subset; count on the stated rates, not on these rows.
